Assay outcomes: PubChem, several laboratories
PMI inhibition = human PMI inhibitors, high substrate, primary screen, biochemical, fluorescence intensity, high mannose 6-phosphate (AID 1220); recombinant PMI enzyme, coupled fluorescence intensity; higher % means a stronger effect; inhibition, % at 20 µM; hits with a dose series show IC50 in µM; 190,000 tested, 0.66% active
West Nile antiviral = West Nile virus antiviral activity, cell-based, CPE readout (AID 1621); West Nile virus-infected cells, CPE inhibition; higher % means a stronger effect; 290,000 tested, 0.02% active; one-dose CPE inhibition, % at 10 µM; IC50 in µM for titrated hits; in the data active = a potency from the dose series; inconclusive = CPE inhibition mostly from about 3.7% at the one dose, without a potency; inactive = the rest, 99 in 100 with CPE inhibition below about 2.2%; also: strong numbers were not always called active
TNAP activation fold = human TNAP enzyme activators, primary screen, biochemical, luminescent, no phosphate acceptor, uHTS (AID 1001) | purified TNAP, luminescent activation assay, no phosphate acceptor; higher activation fold means a stronger effect | one-dose activation fold at 20 µM; EC50 in µM for titrated hits | 200,000 tested, 0.03% active; in the data active = activation fold from about 3, or a potency from the dose series; inactive = the rest, 99 in 100 with activation fold below about 1.6; also: many of its hits are not listed in these tables
M17LAP inhibition = P. falciparum M17LAP inhibitors, primary screen, biochemical, fluorogenic H-Leu-NHMec substrate, 1536-well (AID 1619) | recombinant M17LAP, H-Leu-NHMec fluorogenic kinetic assay; higher % means a stronger effect | 220,000 tested, 0.38% active | one-dose inhibition, % at 30 µM; IC50 in µM for titrated hits;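 active = compound inhibiting the enzyme by more than half at any dose during confirmatory dose-response retesting; inconclusive = strong single-dose inhibitors picked by rank but not retested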;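 also: plate controls were full reaction with DMSO carrier for no effect and no enzyme background for full effect; strong numbers were not always called active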
RSV CPE inhibition = inhibition of RSV-induced cytopathic effect – HEp-2 cells, primary 10 µM value included (AID 2391). 310,000 tested, 0.13% active. one-dose CPE inhibition, % at 10 µM; IC50 in µM for titrated hits. HEp-2 cells, RSV-induced CPE inhibition; higher % means a stronger effect; in the data active = a potency from the dose series; inconclusive = CPE inhibition mostly from about 23% at the one dose, without a potency; inactive = the rest, 99 in 100 with CPE inhibition below about 21%; also: strong numbers were not always called active
UTI89 phage lysis = protection from phage-mediated lysis, alamar blue read-out – E. coli UTI89, K1F phage, bacterial capsule biogenesis inhibitors (AID 488966). 340,000 tested, 0.02% active. E. coli UTI89 K1F phage lysis, alamar blue, 2 h; higher % means a stronger effect. inhibition, % at 100 µM; hits with a dose series show IC50 in µM;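 active = phage lysis inhibition, versus mean bacterial control, above a set limit; inconclusive = no clear call, values can overlap the other calls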;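 also: capsule biogenesis inhibitors block K1F phage lysis so surviving cells raise fluorescence; higher fluorescence means more inhibition of phage lysis; actives were called in the ten point dose series up to 300 µM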
PMI inhibitors = inhibitors of human PMI, primary screen, biochemical, fluorescence intensity, coupled assay (AID 1209). purified PMI enzyme, coupled fluorescence intensity; higher % means a stronger effect. inhibition, % at 20 µM, or IC50 in µM where a hit was titrated. 190,000 tested, 0.42% active;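 also: plate controls were DMSO vehicle for no effect and wells lacking substrate for full effect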
P. falciparum M1AAP = P. falciparum M1AAP inhibitors, biochemical, fluorogenic H-Leu-NHMec substrate, 1536-well (AID 1445) | recombinant M1AAP, H-Leu-NHMec fluorogenic kinetic assay; higher % means a stronger effect | inhibition, % at 30 µM; hits with a dose series show IC50 in µM | 220,000 tested, 0.42% active;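 active = primary inhibition above the hit cutoff, then over 50% inhibition at one or more dose response concentrations, cut at about 23% in these data, passing the limit was not always enough; inconclusive = conflicting primary data, or primary hits not chosen for dose response; inactive = low primary inhibition, or under 50% at every dose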;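 also: plate controls were DMSO full reaction for no effect and no enzyme background for full effect; strong numbers were not always called active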
T cell HTS = modulates CD8 T cell binding to vesicles; AID 2052; calls only at 7 µM; 330,000 tested, 0.068% active; 2C CD8+ T cell-vesicle binding, flow cytometry; stronger effect = lower value;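 active = response, share of CD8 T cells binding vesicles, and their 90th percentile fluorescence all below set limits, cut at about 80% in these data, passing the limit was not always enough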
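Incubation: binding step 1.5 h, 37 °C, antibody labelling 20 min, ice; system: murine 2C transgenic CD8+ T lymphocytes; technique: cytometric PE anti-B7-1 and Alexa647 anti-CD8 signals after 1% paraformaldehyde fixation; also added: QL9-charged Drosophila Ld/ICAM-1/B7-1 vesicles; control set: naked versus QL9-loaded vesicles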
T cell HTS vesicle-bound % = also measured in T cell HTS; calls as there; double positive events, %; measured here: CD8+ vesicle-bound cell fraction;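 binding gate set so that unloaded-vesicle control wells show 10% double positive cells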
* = called active by the depositor; i = inactive; ? = inconclusive; / = no result given; [ ] = remark or other dose. Rule as the data show it, unless noted: active = inhibition above about 50%; inactive = the rest. This is a random part of the collection; any-hit rate near 1.5%.

Values run as follows: PMI inhibition	West Nile antiviral	TNAP activation fold	M17LAP inhibition	RSV CPE inhibition	UTI89 phage lysis	PMI inhibitors	P. falciparum M1AAP	T cell HTS	T cell HTS vesicle-bound %
Cc1ccc([N+](=O)[O-])cc1NC(=S)NC(=O)C(C)(C)C
 : 9%	0.1%	1	11%	3.8%	0.0%	16%	4%	i	46
Cc1cc(=O)oc2c(C)c(OC(=O)c3ccco3)ccc12
 : /	-0.4%	/	/	2.4%	1.3%[50 µM]	/	/	i	47
Cc1cccc(N2CCN(Cc3nc(C4CC4)no3)CC2)n1
 : /	-0.1%	/	0%	1.8%	0.2%[50 µM]	/	4%	i	35
CCOC(=O)N1CCC(NC(=O)c2ccc(CS(=O)(=O)c3c(Cl)cccc3Cl)o2)CC1
 : -1%	-1.0%	1.1	6%	1.2%	-3.0%	1%	3%	i	28
O=C(NCCc1cn2ccccc2n1)C1CCCCC1
 : -3%	-0.2%	1	-22%	2.8%	1.8%	1%	1%	i	31
Cc1cc(Cl)ccc1NC(=O)c1ccc2c(c1)OCO2
 : /	-0.7%	/	/	1.5%	0.8%	/	/	i	60
Cc1ccc(C(=O)Cn2nc(C)c([N+](=O)[O-])c2C)c(C)c1
 : 5%	-0.6%	1	-4%	3.5%	0.2%	3%	0%	i	20
CCC(=O)OCc1cc(=O)oc2ccc3ccccc3c12
 : /	-0.5%	/	/	7.9%	0.3%	/	/	i	31
COc1ccccc1C1Nc2cccc3cccc(c23)N1
 : 1%	2.9%	1	13%	0.5%	0.2%	18%	7%	i	25
COC(=O)c1cc(S(=O)(=O)N2CCOCC2)ccc1Sc1ccccc1N
 : 4%	-0.7%	1.1	-11%	-2.1%	-2.6%	23%	-4%	i	34
CNC(=S)N(Cc1ccc(OC)cc1)Cc1cc2cccc(C)c2[nH]c1=O
 : -2%	0.3%	1	-12%	-1.9%	-1.7%	2%	2%	i	59
CCn1c(CNc2ccccc2Cl)nnc1SCC(=O)NCc1ccccc1
 : 8%	-0.1%	1.1	5%	2.5%	0.1%	14%	3%	i	48
O=C(CNC(=O)C1CCCCC1)NCc1ccco1
 : /	0.1%	/	/	0.5%	0.2%	/	/	i	53
COc1ccc(C(=O)N/N=C/c2ccc(OC)c(CN3CCc4cc(OC)c(OC)cc4C3C)c2)cc1 (stereo not drawn)
 : -1%	-0.2%	1.1	-1%	9.1%	0.1%	8%	7%	i	50
CC(C)(C)NC(=O)Cn1c(SCC(=O)NC2CCCCC2)nc2ccccc21
 : -3%	-0.7%	1.2	6%	-0.4%	6.0%	-3%	4%	i	54
CC(=O)Oc1ccc(N(C(C)=O)S(=O)(=O)c2ccc3ccccc3c2)cc1
 : /	-0.7%	/	/	12%	1.0%[50 µM]	/	/	i	32
CCOc1ccc(OCC)c(Nc2cc(C)nc3ncnn23)c1
 : 9%	1.4%	1.2	3%	-2.3%	3.6%	11%	5%	i	36
Cc1ccc(CSC2=Nc3ccccc3C3=NC(=O)CN23)cc1
 : 17%	-0.7%	1.1	10%	0.9%	0.5%	-6%	14%	i	17
OCC1(Cc2ccc(Cl)cc2)CCN(Cc2ccc3nsnc3c2)CC1
 : 17%	0.0%	1.1	7%	-1.2%	0.5%	17%	15%	i	39
COc1ccc(Cl)cc1NC(=S)NCCO
 : 0%	-0.2%	1.1	-5%	3.0%	0.5%	0%	-1%	i	1
COc1cc(/C=N/NC(=O)c2cc(-c3ccc4c(c3)OCO4)n[nH]2)ccc1O
 : -9%	-0.2%	0.1	12%	2.6%	0.2%	-8%	7%	i	60
Cc1ccc(Sc2cnn(-c3ccccc3)c(=O)c2Cl)cc1
 : 9%	2.8%	1	-2%	4.7%	0.1%	3%	0%	i	26
CCn1c(=Nc2ccc(N3CCOCC3)cc2)ccc2ccccc21
 : 4%	0.0%	1.2	-7%	1.2%	0.3%	6%	7%	i	58
COc1ccc(-c2cc(N3CCCC3)n3ncnc3n2)cc1
 : 6%	-0.9%	1	3%	?	6.1%	0%	6%	i	36
CS(=O)(=O)N1CCN(c2ccccc2NC(=O)c2cccs2)CC1
 : -9%	-0.2%	1.1	5%	-0.4%	0.4%	2%	-5%	i	21
O=c1[nH]c(SCCOc2ccccc2)nc2ccccc12
 : 0%	-0.4%	1.1	-6%	4.4%	6.2%	10%	5%	i	24
CCOc1ccc(NC(=O)CSc2nnc(Cc3cccn3C)n2-c2ccc(F)cc2)cc1
 : 18%	-0.6%	1.2	29%	4.2%	6.0%	20%	4%	i	61
CCOC(=O)c1c(-c2ccccc2)oc2ccc(OCC(O)CN(C)C)cc12 (stereo not drawn)
 : /	-1.9%	/	/	1.3%	2.2%	/	/	i	37
Cc1cccc(Nc2ccccc2C(=O)OCC(=O)NCc2ccco2)c1C
 : -2%	3.4%	0.9	-6%	1.6%	-0.3%	-1%	-5%	i	33
Cn1nnnc1SCC(=O)c1cccs1
 : 0%	0.4%	1	-13%	1.3%	-0.4%	-6%	4%	i	7

Just T cell HTS vesicle-bound %, T cell HTS and UTI89 phage lysis (2 entries from above):
Structure	T cell HTS vesicle-bound %	T cell HTS	UTI89 phage lysis
OCC1(Cc2ccc(Cl)cc2)CCN(Cc2ccc3nsnc3c2)CC1	39	i	0.5%
COc1ccc(Cl)cc1NC(=S)NCCO	1	i	0.5%

Back to the main list, starting two compounds before the break.
Values run as follows: PMI inhibition	West Nile antiviral	TNAP activation fold	M17LAP inhibition	RSV CPE inhibition	UTI89 phage lysis	PMI inhibitors	P. falciparum M1AAP	T cell HTS	T cell HTS vesicle-bound %
Cc1cccc(Nc2ccccc2C(=O)OCC(=O)NCc2ccco2)c1C
 : -2%	3.4%	0.9	-6%	1.6%	-0.3%	-1%	-5%	i	33
Cn1nnnc1SCC(=O)c1cccs1
 : 0%	0.4%	1	-13%	1.3%	-0.4%	-6%	4%	i	7
Cc1ccc(S(=O)(=O)NCC(=O)OCc2ccccc2)cc1
 : 4%	-0.1%	1.1	0%	1.1%	0.4%	-2%	9%	i	30
COc1ccc(-n2c(C)cc(C3=NNC(=NC4CC4)SC3)c2C)cc1
 : 0%	0.4%	1	5%	/	1.1%	-5%	2%	/	/
O=c1c2ccccc2c(-c2ccccc2)nn1-c1cc(Cl)ccc1[N+](=O)[O-]
 : 0%	-0.6%	1	-5%	8.4%	0.4%	1%	-7%	i	58
COc1ccc(Cl)cc1NC(=O)CN(C)Cc1cccs1
 : /	-0.9%	/	/	?	0.0%	/	/	i	30
CCN1CCN(C(=O)CCc2ccc(S(=O)(=O)NCCc3ccccc3)cc2)CC1
 : 7%	0.4%	1	7%	0.2%	0.3%	5%	-1%	i	34
CN1CCCN(CC(O)COCc2cccs2)CC1 (stereo not drawn)
 : 6%	0.3%	1.2	5%	-0.7%	0.0%	4%	11%	i	11
Cc1ccc(S(=O)(=O)NC(=O)c2cc(C)n(C3CC3)c2C)cc1
 : -4%	0.6%	1	21%	0.9%	0.3%	-8%	4%	i	62
COc1ccc(OC)c(/C=C/C(=O)OCC(=O)c2c(N)n(C)c(=O)n(C)c2=O)c1
 : 0%	0.5%	1	-2%	1.1%	0.3%	5%	8%	i	32
Cc1cc(-c2ccccc2)c2c(n1)sc1c(O)cc(=O)[nH]c12
 : /	0.0%	/	3%	2.5%	-1.4%[50 µM]	/	20%	i	22
CC(OC(=O)C1=COCCO1)C(=O)Nc1cccc(S(=O)(=O)N2CCOCC2)c1 (stereo not drawn)
 : /	0.1%	/	14%	0.8%	0.2%	/	-2%	i	27
CCCCCC(=O)N1CC2(CC(c3cccc(NC(=O)CC)c3)=NO2)C[C@H]1C(N)=O (stereo partly drawn)
 : /	-0.2%	/	7%	3.6%	0.4%	/	4%	i	42
COCCNC(=O)C(=O)NCC1OCCN1S(=O)(=O)c1ccc(F)cc1 (stereo not drawn)
 : /	-0.1%	/	/	0.8%	0.1%	/	/	i	6
Cc1ccc(O)c(NC(=S)NC(=O)/C=C/c2ccccc2)c1
 : /	-0.9%	/	/	0.1%	1.0%	/	/	i	67
Cc1ccc(-c2ccc(CCC(=O)O)n2NC(=O)c2cccs2)cc1
 : -5%	0.2%	1.1	0%	1.9%	1.3%	5%	5%	i	9
COCCN(C(=O)COC(=O)/C=C/c1ccco1)c1c(N)n(Cc2ccccc2)c(=O)[nH]c1=O
 : /	-0.2%	/	/	0.8%	-1.5%[50 µM]	/	/	i	/
O=C(O)Cc1ccc(NC(=O)c2ccc3c(c2)C(=O)N(CC2CCCO2)C3=O)cc1 (stereo not drawn)
 : /	0.1%	/	/	0.5%	0.2%	/	/	i	64
O=C(Cn1nnc2ccccc21)OCc1ccccc1
 : -5%	-0.1%	1	1%	0.4%	-0.1%	-4%	4%	i	30
CC(/C=C/c1ccccc1)=N\NC(=O)c1cc(C)nc2ccccc12
 : /	-0.7%	/	10%	-1.1%	0.0%	/	8%	i	44
S=c1[nH]nc(Cc2ccc(Br)cc2)n1/N=C/c1ccc(Cl)cc1
 : 30%	0.2%	0.8	-5%	4.8%	-0.5%	51%*	1%	i	53
CCOc1ccc(C(=O)NCc2ccc3c(c2)OCO3)cc1
 : /	0.4%	/	/	0.5%	0.3%	/	/	i	60
COC(=O)C1=C(N)Oc2cc(C)[nH]c(=O)c2C1c1cc(OC)c(OC)c(OC)c1 (stereo not drawn)
 : 5%	0.5%	1.1	6%	0.8%	4.7%[50 µM]	2%	5%	i	43
CCn1c(/C=N/c2nc3ccccc3n2C)nc2ccccc21
 : 34%	-0.1%	1	6%	0.7%	0.4%	31%	-1%	i	65
COCCN1CCn2c(nc3cc(NC(=O)NC4CCCCC4)ccc32)C1
 : -49%	0.1%	1.1	-59%	2.9%	1.1%	-16%	7%	i	19
CN(C)S(=O)(=O)c1cccc(NC(=O)c2cc(-c3cccs3)nn2-c2cccc(Cl)c2)c1
 : -7%	-1.4%	1.2	-1%	7.4%	1.9%[50 µM]	-10%	0%	i	55

For reference, 2 of the compounds above:
Values run as follows: PMI inhibition	West Nile antiviral	TNAP activation fold	M17LAP inhibition	RSV CPE inhibition	UTI89 phage lysis	PMI inhibitors	P. falciparum M1AAP	T cell HTS	T cell HTS vesicle-bound %
COCCN1CCn2c(nc3cc(NC(=O)NC4CCCCC4)ccc32)C1
 : -49%	0.1%	1.1	-59%	2.9%	1.1%	-16%	7%	i	19
CN(C)S(=O)(=O)c1cccc(NC(=O)c2cc(-c3cccs3)nn2-c2cccc(Cl)c2)c1
 : -7%	-1.4%	1.2	-1%	7.4%	1.9%[50 µM]	-10%	0%	i	55
